hiPSC survival – enhancers of single-cell hiPSC survival, primary screen, ATPlite luminescence | 100% = ROCK inhibitor wells, 0% = DMSO | survival enhancement, % at 20 µM | AID 602274, 2012 | 360,000 compounds, 0.044% hits; in the data active = survival enhancement above about 18%;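 note: cells exposed to compounds for 16 hours before the ATP read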
Glyco luc inh – increase of ERlucT glycosylation luciferase signal, primary screen, N-linked glycosylation inhibitor project, D54 ERlucT cells, luminescence, set 2. D54 ERlucT glycosylation luciferase reporter, 24 h; percent of 100 nM tunicamycin response. reporter increase, % at 12.5 µM. 360,000 compounds, 0.23% hits;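 active = mean luciferase reporter signal, scaled so untreated is 0 and the glycosylation-blocking control 100, at or above a set limit in every replicate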;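 note: luciferase carries N-glycosylation sites so blocking glycosylation raises the light; 0% = median of neutral control wells and 100% = median of 100 nM tunicamycin wells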
ABHD5-PLIN5 inh – ABHD5-PLIN5 interaction inhibitors, primary screen, cell lysate, split luciferase complementation, luminescence; Split G. princeps luciferase complementation, 4 h; inhibition, % at 4 µM; 360,000 compounds, 0.78% hits; AID 602281, 2012;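 active = inhibition above the mean inhibition across every tested compound plus 3 SD, cut at about 22% in these data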;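 note: 0% = DMSO only wells and the 100% control is not disclosed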
MC4R barr agon – MC4R agonists recruiting beta-arrestin, primary screen, cell-based, luminescence, agonist arm of biased-ligand search | Melanocortin receptor 4 (Homo sapiens), P32245 | U2OS MC4R beta-arrestin complementation; percent of melanotan II response, DMSO zero | activation, % at 8.9 µM | 360,000 compounds, 0.98% hits | AID 540308, 2011;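 active = activation above a per-plate cutoff, the mean activation of sample wells on that plate plus 3 SD, cut at about 8% in these data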
Target sequence (P32245 whole entry, looked up): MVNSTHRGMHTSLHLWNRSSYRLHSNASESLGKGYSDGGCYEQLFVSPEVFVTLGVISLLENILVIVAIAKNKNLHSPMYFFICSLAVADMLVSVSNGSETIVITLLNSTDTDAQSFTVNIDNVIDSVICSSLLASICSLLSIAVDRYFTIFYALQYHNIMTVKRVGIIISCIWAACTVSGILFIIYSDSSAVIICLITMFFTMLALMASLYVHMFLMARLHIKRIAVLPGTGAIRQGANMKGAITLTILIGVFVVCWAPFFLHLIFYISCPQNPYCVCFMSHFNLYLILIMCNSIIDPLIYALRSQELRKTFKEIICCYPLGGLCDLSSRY
ABCB6 inh MLPCN – ABCB6 transporter inhibitors, primary screen, K562-ABCB6 cells, flow cytometry, MLPCN library; K562-ABCB6 porphyrin accumulation, 1 h; hits give low values; fluorescence ratio to DMSO, % at 10 µM; AID 602162, 2011; ATP-binding cassette sub-family B member 6 (Homo sapiens), Q9NP58; 360,000 compounds, 0.19% hits;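 active = fluorescence ratio to DMSO below 75%, the collection mean minus 3 SD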;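 note: signal is porphyrin accumulated inside mitochondria; 100% equals median channel fluorescence of DMSO control wells; lower ratio means ABCB6 inhibition with less porphyrin fluorescence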
m5-HT2A agonist – mouse Htr2a agonists via beta-arrestin recruitment, primary screen, cell-based, luminescence. AID 624169, 2012. 360,000 compounds, 0.66% hits. activation, % at 7.6 µM. CHO-K1 mHTR2A beta-arrestin complementation; percent of 30 µM serotonin response;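 active = activation above a run cutoff, the mean activation of all tested compounds plus 3 SD, cut at about 14% in these data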;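 note: 0% = plate median of compound wells and 100% = 30 µM serotonin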
Target sequence (P35363 whole entry, looked up): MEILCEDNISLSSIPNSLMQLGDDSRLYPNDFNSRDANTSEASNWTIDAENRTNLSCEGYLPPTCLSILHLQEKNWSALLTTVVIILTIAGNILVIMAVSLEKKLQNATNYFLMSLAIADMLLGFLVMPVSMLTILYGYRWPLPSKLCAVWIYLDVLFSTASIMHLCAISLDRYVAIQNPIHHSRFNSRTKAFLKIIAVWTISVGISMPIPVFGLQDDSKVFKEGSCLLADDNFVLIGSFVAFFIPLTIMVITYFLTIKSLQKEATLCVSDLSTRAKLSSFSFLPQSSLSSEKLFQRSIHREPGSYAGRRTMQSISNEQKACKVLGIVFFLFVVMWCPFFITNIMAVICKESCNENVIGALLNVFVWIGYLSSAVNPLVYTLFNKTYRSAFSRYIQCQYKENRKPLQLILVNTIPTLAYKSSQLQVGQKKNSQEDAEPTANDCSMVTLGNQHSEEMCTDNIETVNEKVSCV
Granule exo inh – LAMP-1 surface exposure blockers, TALL-104 cells – cell-based, flow cytometry, MLPCN library, primary screen; 360,000 compounds, 0.66% hits; TALL-104 LAMP-1 surface exposure; cells stimulated with thapsigargin and PMA; inhibition, % at 10 µM;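 active = inhibition above about 55%, limit read from the data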
MC4R antag cAMP – MC4R antagonists of cAMP signaling, primary screen, cell-based, TR-FRET, antagonist arm of biased-ligand search. MC4R-expressing cells, MTII-stimulated cAMP, LANCE TR-FRET. 360,000 compounds, 0.48% hits. inhibition, % at 6.5 µM. Melanocortin receptor 4 (Homo sapiens), P32245;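 active = inhibition above its plate's cutoff, the mean of tested wells on that plate plus 3 SD, cut at about 29% in these data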;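 note: 0% = Melanotan II alone and 100% = Melanotan II plus saturating MCL0020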
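System: U2OS cells stably expressing human melanocortin 4 receptor (MC4R). Reagent: Melanotan II challenge after compound preincubation. Doses: 6.5 µM. Times: 30-min compound, 1-h challenge, 1-h detection, room temperature. Measured by: TR-FRET with Eu-cAMP and labeled anti-cAMP, 671 nm. Replicates: singlicate.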
Cardio protect – cardioprotection against H2O2-induced cell death, primary screen, uHTS, H9c2 cells, ATPLite luminescence. AID 588492, 2011. H9c2 cardiomyocytes, H2O2 injury protection, 2 h. protection from H2O2 cell death, % at 20 µM. 360,000 compounds, 0.63% hits;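 active = compounds giving at least 50% protection of heart cells from peroxide-induced death in the single-dose screen, raw or plate-pattern-corrected value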;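 note: 0% = DMSO wells with peroxide and 100% = DMSO wells without peroxide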
aDG glyco act – activators of alpha-DG glycosylation, primary screen, uHTS, Pro5-aDG cells, AlphaScreen; alpha-DG glycosylation AlphaScreen (IIH6); 0% Pro5, 100% B10-LARGE cell signal; 360,000 compounds, 0.22% hits; activation, % at 10 µM;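 active = activation of at least 8% versus controls, or a plate z-score of at least 8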;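 note: Pro5 are CHO cells carrying HIG-tagged alpha-DG that lacks glycosylation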
Numbers without * were called inactive; nt = no result given.

SMILES	hiPSC survival	Glyco luc inh	ABHD5-PLIN5 inh	MC4R barr agon	ABCB6 inh MLPCN	m5-HT2A agonist	Granule exo inh	MC4R antag cAMP	Cardio protect	aDG glyco act
C=CCC[C@H](Cc1ccc(F)cc1)C(=O)O[C@H](CNC(=O)[C@@H](CC=C)CC(=O)N(CCO)Cc1ccccc1)c1ccccc1	1.5	-3.8	1.8	1.3	93.0	-3.3	14.6	28.3	-2.5	0.2
O=CN1CCCN(Cc2nc(-c3cccc(Cl)c3)no2)CC1	9.8	-0.9	-1.1	-1.3	96.0	-1.2	2.9	13.9	-11.0	-0.2
O=c1c2cc(NC(=S)NCc3ccccn3)ccc2nc2n1CCCCC2	0.4	0.8	4.7	-2.2	96.0	8.1	-1.0	0.9	5.5	-0.2
CC(C)(C)NC(=O)Cn1nc(C(F)(F)F)c2c1CCCC2	3.2	0.9	-1.3	-1.9	103.0	2.8	-0.8	3.6	8.8	0.1
O=C(NCc1cccnc1)C1c2ccccc2C(=O)N1Cc1ccccc1 (stereo not drawn)	0.2	2.7	-3.0	-1.3	97.0	-1.9	-1.7	6.7	6.6	-0.1
CCOc1ccc(S(=O)(=O)NCc2ccccc2)cc1C(N)=O	0.5	0.1	1.8	-2.4	101.0	2.4	-3.3	3.8	-15.1	1.3
CCCCCCN(C(=O)CCCN1C(=O)NC(c2ccc([N+](=O)[O-])cc2)C(C(=O)OCc2ccccc2)=C1C)C(C)C(=O)NCCCC (stereo not drawn)	-1.2	-6.4	3.4	-3.1	95.0	-1.6	2.8	11.2	1.4	0.0
Cc1sc(-c2ccccn2)nc1OC(=O)c1ccc(Cl)c(Cl)c1	19.4*	4.7	-0.4	0.3	97.0	-0.1	2.9	-4.8	5.0	0.0
C=CCn1c(CCSCc2ccc(OC)c(C)c2)n[nH]c1=S	0.2	0.1	-4.0	-1.0	97.0	3.7	-6.1	0.2	-4.0	0.1
O=C(CC(Cc1ccccc1)c1ccco1)NCc1ccco1 (stereo not drawn)	-0.1	-0.3	3.2	-0.9	97.0	-1.2	7.0	-2.4	-0.6	0.1
COc1ccc(C(=O)NCC(c2ccco2)N2CCc3ccccc3C2)c(OC)c1 (stereo not drawn)	-1.5	-0.9	-1.7	1.6	98.0	-3.5	3.0	14.1	3.9	0.3
C=C(C(=O)c1ccccc1)C(CC(=O)c1ccccc1)c1ccccc1 (stereo not drawn)	-1.9	-10.3	4.9	-1.5	97.0	-0.2	-4.6	7.5	-10.9	2.1
CC1CCN(CCCCOc2ccccc2[N+](=O)[O-])CC1	-0.7	2.7	6.1	0.8	101.0	-5.7	2.0	-2.6	-0.3	0.7
CN(C)C(CNC(=O)c1cccc(S(=O)(=O)NCc2ccccc2)c1)c1ccccc1 (stereo not drawn)	-0.4	-3.4	-1.2	-1.5	97.0	-13.8	-0.3	-4.1	5.8	-0.1
CCN(CC)P(=O)(c1ccccc1)c1c(C)nc2ccccn12 (stereo not drawn)	-0.7	2.7	7.3	-2.3	98.0	-4.9	-11.6	9.2	13.2	0.1
CCOC(=O)c1ccc(NC(=O)CSc2nnc(Cn3c(=O)sc4ccccc43)n2C)cc1	-0.1	3.5	-1.8	-1.4	108.0	10.4	-1.6	1.5	11.0	0.0
COc1ccc2cc(C)c(SCC(=O)Nc3cc(C)on3)nc2c1	-1.0	-4.5	-2.7	0.2	91.0	-0.3	-4.5	1.5	-6.6	0.1
O=C1CCC(N2C(=O)c3ccccc3C2=O)C(=O)N1 (stereo not drawn)	-0.3	1.2	0.6	0.0	104.0	4.2	31.2	-6.5	-15.1	0.1
CC(=O)Nc1ccc(N2CCN(C(=O)c3cccs3)CC2)cc1	-3.7	1.5	1.5	0.5	97.0	1.1	2.9	11.7	-4.1	-0.1
CN(C(=O)c1ccccc1C(=O)OCC(=O)Nc1ccccc1)c1ccccc1	-0.5	1.8	-2.4	-2.0	102.0	5.7	-0.2	-3.2	2.1	-0.2
Cc1ccc(OCC(=O)Nc2ccc(F)cc2)cc1C	-0.6	1.6	-12.0	3.6	100.0	1.7	-2.2	14.0	-5.9	1.0
CCOC(=O)c1cnc(SCC(=O)N2CCN(c3ccccc3)CC2)nc1N	1.4	0.4	5.3	0.7	91.0	2.7	0.0	1.3	-4.5	-0.2
CC1CC(=O)Nc2ccccc2N1S(=O)(=O)c1ccccc1 (stereo not drawn)	-0.8	0.5	-1.6	-0.7	87.0	-1.4	2.8	-4.9	0.1	-0.1
NC(Cc1ccccc1)c1csc(Nc2ccc(C(F)(F)F)cn2)n1 (stereo not drawn)	-4.0	-3.4	6.2	5.3	102.0	1.8	12.9	1.6	-32.6	-0.3
O=C(CCC(=O)Nc1ccccc1)NNC(=O)C(c1ccccc1)c1ccccc1	0.3	-0.4	-0.2	-0.7	94.0	0.5	0.2	-0.1	-7.0	-0.1

The last 2 records of the part above lead into the next.
SMILES	hiPSC survival	Glyco luc inh	ABHD5-PLIN5 inh	MC4R barr agon	ABCB6 inh MLPCN	m5-HT2A agonist	Granule exo inh	MC4R antag cAMP	Cardio protect	aDG glyco act
NC(Cc1ccccc1)c1csc(Nc2ccc(C(F)(F)F)cn2)n1 (stereo not drawn)	-4.0	-3.4	6.2	5.3	102.0	1.8	12.9	1.6	-32.6	-0.3
O=C(CCC(=O)Nc1ccccc1)NNC(=O)C(c1ccccc1)c1ccccc1	0.3	-0.4	-0.2	-0.7	94.0	0.5	0.2	-0.1	-7.0	-0.1
CCOC(=O)n1c2ccccc2c(=O)n1CCO	-0.4	3.2	8.0	nt	103.0	1.2	-9.2	nt	-2.0	-0.1
Cc1ccc(-c2nc(C=Nc3ccccc3)c(O)o2)cc1	-1.1	2.7	-1.5	-0.2	94.0	-7.8	-4.6	-0.6	-8.6	-0.3
COc1cccc(Oc2nccc(N(C)C)c2C#N)c1	0.6	-1.9	-0.1	-1.4	90.0	7.7	-1.5	-2.5	-0.2	-0.1
Cc1ccc(NC(=O)C(=O)NCC2CCCO2)cc1C (stereo not drawn)	-0.9	-1.6	-7.4	2.0	101.0	1.8	-2.0	35.6*	-3.2	0.0
CCN(CC)CCNC(=O)c1nn(-c2ccc(C)cc2)c(=O)c2c1c1ccccc1n2C	-0.7	4.9	13.4	1.3	100.0	-9.0	3.0	-1.2	-11.7	0.5
Cc1ccccc1CN1C(=O)CSc2ccc(C(=O)N3CCOCC3)cc21	4.5	-1.0	3.3	-1.4	108.0	0.2	5.0	13.3	15.8	0.0
COc1ccc2cc(-c3[nH]ncc3CNCCn3nc(C)cc3C)ccc2c1	-1.2	0.4	9.3	-3.7	101.0	-4.5	18.3	-2.8	16.5	0.2
CC(Oc1ccc2ccccc2c1)C(=O)N/N=C/c1cccnc1 (stereo not drawn)	-0.4	-1.5	-5.3	-0.6	95.0	-4.4	8.6	16.4	7.2	0.0
COc1ccc(Cl)cc1NC(=O)CCN1C(=O)NC(C)(C)C1=O	-0.5	4.1	2.6	-2.4	97.0	-3.3	-3.5	-2.3	2.0	-0.2
CC(C)(C)c1ccc(C(=O)NCCC(=O)NNC(=O)COc2ccc(F)cc2)cc1	0.2	0.9	3.6	0.2	103.0	-7.1	-2.3	2.5	-1.1	-0.1
CCSc1nnc(NC(NC(C)=O)(C(F)(F)F)C(F)(F)F)s1	0.6	0.8	2.4	-2.3	97.0	2.8	4.5	18.7	2.3	0.1
Cc1ccc(NC(=O)CCN2C(=O)c3ccccc3C2=O)cc1C	0.4	1.2	-1.1	-1.8	102.0	3.0	0.0	-1.3	6.3	0.0
O=C(N/N=C/C1=Cc2ccccc2OC1)c1ccncc1	0.1	0.5	-1.6	0.0	108.0	8.4	-1.6	-12.6	0.7	0.2
Cc1nc(-c2ccccc2O)n(S(=O)(=O)N(C)C)n1	-2.5	0.2	-1.9	2.2	99.0	4.1	-1.0	4.1	-2.9	0.0
Cc1ccc(N(C(=O)c2snc(C(N)=O)c2N)C(C(=O)NC2CCCC2)c2ccco2)cc1 (stereo not drawn)	-0.4	-3.3	5.3	3.4	98.0	10.1	5.7	-3.5	19.9	1.9
C=CCc1cc(C=O)cc(OC)c1OCc1ccc(C(=O)O)cc1	-1.1	-0.2	-8.8	3.0	99.0	4.4	0.8	22.1	-0.5	-0.1
CCCN1CCN(c2ccc([N+](=O)[O-])cc2C#N)CC1	-1.0	0.7	-2.1	-3.6	99.0	-3.0	0.4	1.9	4.7	-0.3
O=C1CCCN1CC(O)CS(=O)(=O)Cc1ccc(Cl)c(Cl)c1 (stereo not drawn)	0.7	2.2	5.1	-0.2	84.0	0.8	1.4	7.0	0.8	0.0
CC1CCCN(C(=O)CN2C(=O)NC(C)(c3ccc4ccccc4c3)C2=O)C1 (stereo not drawn)	-0.2	6.7	-1.1	-1.4	94.0	-0.7	-1.5	-5.0	1.2	-0.2
COc1cccc(COC(=O)C2CC(=O)N(Cc3ccccc3)C2)c1OC (stereo not drawn)	-2.0	1.7	10.7	2.5	106.0	8.7	2.2	2.8	1.3	0.0
CCC(CC)Nc1ccc(C(CC(N)=O)NC(=O)c2ccccc2)cc1[N+](=O)[O-] (stereo not drawn)	0.3	4.5	-2.8	-0.6	99.0	-9.9	-3.5	4.5	-2.0	-0.4
COc1ccc(Cc2nnc(SCC(=O)c3ccccc3)o2)cc1	4.2	-1.3	-8.7	-1.3	105.0	-6.8	1.1	3.1	-2.9	-0.1
CC(C)OC(=O)C1C(=O)CC(C)(O)C(C(=O)OC(C)C)C1c1ccc(F)cc1 (stereo not drawn)	-1.6	3.6	-4.8	-1.3	97.0	10.2	-1.2	6.9	5.0	0.1
COc1ccc(NC2=NCC(=O)N2c2ccccc2)c(OC)c1	0.0	1.1	3.3	-0.8	92.0	1.7	-2.9	3.9	2.2	0.0
Cc1ccc(C(=O)Cn2c(C(=O)OCCO)cc3ccccc32)cc1	-0.8	8.9	2.8	0.1	98.0	-6.9	-4.4	-10.1	2.0	0.0
O=C(O)c1ccccc1COc1ccccc1Cl	1.5	1.3	-2.1	-1.3	104.0	1.8	0.0	-3.0	-3.8	-0.2
Cc1ccc(C(=O)COC(=O)c2cc(Cl)ccc2O)cc1[N+](=O)[O-]	-0.1	0.6	-1.9	1.1	93.0	-7.2	6.7	3.2	-6.2	0.7
CC(=O)Nc1c(C)ccc2nsnc12	-2.8	1.4	-5.9	-0.8	96.0	-0.3	-0.8	0.1	-3.8	0.1
CCc1nnc(NC(=O)c2ccc(S(=O)(=O)N(CC)Cc3ccccc3)cc2)o1	-5.1	2.1	-13.0	-1.6	109.0	-0.1	-1.8	8.0	26.8	1.0
